NOD2 RIPK2 PPI – inhibitors of human NOD2-RIPK2 interaction. CHO BLA complementation NOD2-RIPK2, CCF4 ratio. inhibition, % at 4.98 µM. actives 0.38% (n = 360,000); in the data active = inhibition above about 21%;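 also: 0% = vehicle only and 100% = reference blocker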
Target sequence (O43353 whole entry, looked up): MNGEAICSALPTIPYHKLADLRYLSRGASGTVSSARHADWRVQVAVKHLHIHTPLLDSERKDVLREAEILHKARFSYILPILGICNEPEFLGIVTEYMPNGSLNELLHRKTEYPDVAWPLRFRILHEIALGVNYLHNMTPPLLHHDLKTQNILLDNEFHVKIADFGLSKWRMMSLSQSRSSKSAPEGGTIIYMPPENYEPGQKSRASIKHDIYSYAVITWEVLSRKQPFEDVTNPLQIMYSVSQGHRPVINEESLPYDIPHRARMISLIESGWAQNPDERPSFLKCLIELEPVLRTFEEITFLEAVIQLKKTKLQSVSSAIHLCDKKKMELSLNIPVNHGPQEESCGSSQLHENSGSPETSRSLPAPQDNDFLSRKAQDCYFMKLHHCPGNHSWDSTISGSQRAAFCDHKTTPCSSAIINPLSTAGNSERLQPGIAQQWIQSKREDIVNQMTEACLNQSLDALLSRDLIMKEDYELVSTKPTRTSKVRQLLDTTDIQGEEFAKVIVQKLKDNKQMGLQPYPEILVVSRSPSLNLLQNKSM
TLR9-MyD88 block – TLR9-MyD88 interaction inhibition; CHO BLA complementation TLR9-MyD88, CCF4 FRET ratio; actives 0.21% (n = 340,000); AID 504734; Q9NR96+Q99836; inhibition, % at 4.98 µM;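 active = inhibition above the mean over all tested compounds plus 3 SD, cut at about 21% in these data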;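 also: 0% = DMSO only wells and 100% = clavulanate BLA inhibitor control wells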
NR5A2 inv ag – suppresses constitutive activity of human LRH-1. O00482. HEK293T StAR-luciferase reporter, LRH-1 transfected, 24 h. inhibition, % at 3.6 µM. actives 0.13% (n = 360,000). AID 602396;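 active = inhibition above the mean inhibition of all tested compounds plus 3 SD, cut at about 73% in these data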;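 also: 0% = DMSO wells and 100% = reporter-only cells lacking LRH-1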
TWEAK Fn14 block – inhibitors of TWEAK-Fn14 interaction signaling | TWEAK-stimulated Fn14 reporter cells, luciferase luminescence, 8 h | inhibition, % at 10 µM | actives 2% (n = 360,000); in the data active = inhibition above about 50%
NCOA1 inh – inhibitors of human steroid receptor coactivator 1 (SRC1); Q15788; HEK293 GAL4-SRC1 luciferase reporter, luminescence; inhibition, % at 3.6 µM; actives 0.12% (n = 360,000); AID 588354;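 active = inhibition above the campaign mean plus 3 SD, with each screening campaign given its own cutoff, cut at about 60% in these data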;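 also: 0% = DMSO treated cells and 100% = gossypol at 36 µM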
Exocytosis inh – lytic granule exocytosis inhibition; TALL-104 LAMP-1 surface exposure, flow cytometry; cells stimulated with thapsigargin and PMA; inhibition, % at 10 µM; actives 0.66% (n = 360,000);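 active = inhibition above about 55%, limit read from the data; inconclusive = no clear call, values can overlap the other calls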
ABHD5-PLIN5 inh – blocks binding of human ABHD5 to perilipin-5; actives 0.78% (n = 360,000); Split G. princeps luciferase complementation, luminescence, 4 h; inhibition, % at 4 µM; Q00G26+Q8WTS1; AID 602281;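 active = inhibition above the mean inhibition across every tested compound plus 3 SD, cut at about 22% in these data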;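 also: 0% = DMSO only wells and the 100% control is not disclosed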
COUP-TFII inh – inhibitors of human COUP-TFII (NR2F2) | AID 686940 | inhibition, % at 8.6 µM | actives 0.7% (n = 370,000) | HEK293T NGFI-A luciferase reporter, luminescence | P24468;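 active = inhibition above a per-plate cutoff, mean inhibition of test wells between control levels plus 3 SD, cut at about 38% in these data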;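 also: cells cotransfected with COUP-TFII expression vector driving the NGFI-A reporter; 0% = median of COUP-TF2 test wells and 100% = reporter-only cells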
Target sequence (P24468 whole entry, looked up): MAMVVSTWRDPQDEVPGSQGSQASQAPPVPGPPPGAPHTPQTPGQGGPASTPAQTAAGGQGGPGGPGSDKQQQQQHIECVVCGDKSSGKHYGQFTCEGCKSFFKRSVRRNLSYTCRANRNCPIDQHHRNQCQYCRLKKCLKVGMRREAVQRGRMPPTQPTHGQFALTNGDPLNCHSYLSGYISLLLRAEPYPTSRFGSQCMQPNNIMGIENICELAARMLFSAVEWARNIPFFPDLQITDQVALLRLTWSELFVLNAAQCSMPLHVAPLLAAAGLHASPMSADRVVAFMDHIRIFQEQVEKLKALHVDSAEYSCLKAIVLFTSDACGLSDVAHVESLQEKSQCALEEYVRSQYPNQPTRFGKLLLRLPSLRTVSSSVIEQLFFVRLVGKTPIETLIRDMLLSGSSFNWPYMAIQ
NCOA3 inh – human NCOA3 inhibition. Q9Y6Q9. HEK293 GAL4-SRC3 luciferase reporter, luminescence. inhibition, % at 3.6 µM. actives 0.17% (n = 360,000). AID 588352;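 active = inhibition above a per-campaign cutoff, the mean of all compounds plus 3 SD, cut at about 60% in these data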;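 also: 0% = DMSO-treated cells and 100% = gossypol-treated cells at 36 µM; higher means less SRC3-driven luciferase light from the GAL4 reporter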
NCOA2 inhibitor – inhibits human steroid receptor coactivator 2 | Q15596 | HEK293 GAL4-SRC2 luciferase reporter, luminescence | inhibition, % at 9 µM | actives 0.17% (n = 370,000);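 active = inhibition above the mean inhibition of all tested compounds plus 3 SD, set per campaign, cut at about 52% in these data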;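 also: 0% = DMSO treated cells and 100% = cells given Gossypol at 36 µM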
TROY NFkB inh – TROY signaling inhibition | Q293 LMP1-TROYcd NF-kB luciferase reporter, 4 h | inhibition, % at 10 µM | actives 0.98% (n = 360,000);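 active = compounds whose plate-normalised and pattern-corrected inhibition of the luciferase reporter signal at the single screening dose is 50% or more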
Starred values were filed as active, the others as inactive; ? = inconclusive; . = no result given. Only part of the results is shown; the hit share may differ from the screen's.

The line under a structure holds: NOD2 RIPK2 PPI	TLR9-MyD88 block	NR5A2 inv ag	TWEAK Fn14 block	NCOA1 inh	Exocytosis inh	ABHD5-PLIN5 inh	COUP-TFII inh	NCOA3 inh	NCOA2 inhibitor	TROY NFkB inh
Cn1c(CN2CCOCC2)nnc1SCC(=O)Nc1nccs1
  -7	-8	20	-1	-1	0	4	1	5	-6	-2
Cc1ccc(Cl)cc1NC(=O)c1ccc(CSc2nnnn2C)cc1
  -12	-2	-18	-14	-6	-6	-2	4	0	-8	-1
O=C(N/N=C/c1ccc(OC(=O)c2ccccc2Br)cc1)c1ccccn1
  6	-12	-54	-9	-67	-2	-4	-61	-45	-92	-22
Cc1ccccc1N1CCN(C2CCCN(C(=O)CCn3cnnn3)C2)CC1 (stereo unspecified)
  0	-10	-1	0	-25	0	12	7	-47	-17	2
CC(C)(C)n1nc(Cc2cccc3ccccc23)c2c(N)ncnc21
  1	-7	-16	-5	5	3	-6	16	8	40	9
CC1=Nc2cc(C(=O)NCC3CCCO3)ccc2Sc2ccc(C)cc21 (stereo unspecified)
  -11	4	10	-10	11	6	-3	-31	-3	12	11
O=c1cc(O)n(Cc2ccc(F)cc2)c(=O)[nH]1
  12	2	-14	8	7	-2	-10	1	-13	7	20
Cn1c(=O)c2c(-c3ccccc3)n(Cc3ccccn3)cc2n(C)c1=O
  -1	3	5	2	12	6	-8	13	-14	8	12
O=C(COC(=O)Cn1[nH]c(=O)c2ccccc2c1=O)Nc1ccc2c(c1)OCO2
  5	4	7	-21	-5	-3	2	-11	-7	7	-24
CC(=O)NCCNc1nc(NCc2cccs2)nc2ccsc12
  -3	.	10	-9	3	?	-2	-38	-9	-25	4

A run of entries from the list above:
The line under a structure holds: NOD2 RIPK2 PPI	TLR9-MyD88 block	NR5A2 inv ag	TWEAK Fn14 block	NCOA1 inh	Exocytosis inh	ABHD5-PLIN5 inh	COUP-TFII inh	NCOA3 inh	NCOA2 inhibitor	TROY NFkB inh
Cc1ccc(Cl)cc1NC(=O)c1ccc(CSc2nnnn2C)cc1
  -12	-2	-18	-14	-6	-6	-2	4	0	-8	-1
O=C(N/N=C/c1ccc(OC(=O)c2ccccc2Br)cc1)c1ccccn1
  6	-12	-54	-9	-67	-2	-4	-61	-45	-92	-22
Cc1ccccc1N1CCN(C2CCCN(C(=O)CCn3cnnn3)C2)CC1 (stereo unspecified)
  0	-10	-1	0	-25	0	12	7	-47	-17	2
CC(C)(C)n1nc(Cc2cccc3ccccc23)c2c(N)ncnc21
  1	-7	-16	-5	5	3	-6	16	8	40	9
CC1=Nc2cc(C(=O)NCC3CCCO3)ccc2Sc2ccc(C)cc21 (stereo unspecified)
  -11	4	10	-10	11	6	-3	-31	-3	12	11
O=c1cc(O)n(Cc2ccc(F)cc2)c(=O)[nH]1
  12	2	-14	8	7	-2	-10	1	-13	7	20

Next part:
The line under a structure holds: NOD2 RIPK2 PPI	TLR9-MyD88 block	NR5A2 inv ag	TWEAK Fn14 block	NCOA1 inh	Exocytosis inh	ABHD5-PLIN5 inh	COUP-TFII inh	NCOA3 inh	NCOA2 inhibitor	TROY NFkB inh
Nc1nc(Nc2ccccc2F)nc(NCCO)c1[N+](=O)[O-]
  2	.	5	4	-13	1	0	-2	-7	4	-6
COc1ccc(-c2nc(CS(=O)CC(=O)NCc3cccnc3)c(C)o2)cc1OC (stereo unspecified)
  8	-3	12	-4	-12	4	-1	-10	-8	-33	-8
COc1cc(Cl)cc(/C=C/c2ccc3ccccc3n2)c1OC(C)=O
  -3	5	-182	37	-94	-3	-1	-42	-77	-59	6
COC(=O)C1CN(C(=O)COc2cccc(C)c2C)c2ccccc2O1 (stereo unspecified)
  -5	11	-4	12	0	5	-2	-19	-7	13	-32
Cc1ccc(-c2nnn(CC(=O)NCCc3ccc4c(c3)OCO4)n2)o1
  -1	7	14	-2	-1	2	7	-11	-6	3	-1
Cc1cccc(NS(=O)(=O)c2nnc(NC(=O)CC(C)C)s2)c1
  0	-9	7	1	-17	1	-7	-3	3	-16	10
Cc1nn(-c2ccccc2)c(Cl)c1C1C(C#N)=C(N)OC2=C1C(=O)CC(C)(C)C2 (stereo unspecified)
  -3	-1	-1	-17	2	11	0	11	15	-3	2
Cc1cccc(NC(=O)CSc2nnc(-c3cnccn3)n2Cc2ccco2)c1
  11	-2	4	21	8	2	68*	8	8	5	2
CCc1ccc(C(=O)NCc2cnn(C)c2)s1
  -1	6	-15	6	11	36	-1	3	-3	-6	5
CN(N=Cc1ccccc1)C(=S)Nc1ccccc1
  6	-4	7	-2	-10	-6	2	-5	-16	-17	-2

Further results follow:
The line under a structure holds: NOD2 RIPK2 PPI	TLR9-MyD88 block	NR5A2 inv ag	TWEAK Fn14 block	NCOA1 inh	Exocytosis inh	ABHD5-PLIN5 inh	COUP-TFII inh	NCOA3 inh	NCOA2 inhibitor	TROY NFkB inh
O=C(C1CCCO1)N1CCN(C(=S)Nc2ccc(Br)cc2)CC1 (stereo unspecified)
  -3	-4	0	-5	-9	0	-7	-3	7	3	-5
O=C(c1ccc(S(=O)(=O)NCc2ccco2)cc1)N1CCN(Cc2ccccc2)CC1
  -2	6	-2	5	7	-2	6	-9	18	-7	5
O=C(Nc1cc(S(=O)(=O)N2CCCCCC2)ccc1OCC(F)(F)F)c1ccc(=O)[nH]c1
  4	-1	-2	-4	-3	12	-4	-19	-23	-27	5
CC1=NN(C(=O)c2csc(C)c2)C(O)(C(F)(F)F)C1 (stereo unspecified)
  -3	2	-48	-8	-50	-2	1	-14	-31	-6	-7
CC(O)(c1ccc(F)c(F)c1)c1nc(-c2ccc(F)c(Cl)c2)cs1 (stereo unspecified)
  -4	.	28	8	0	2	-11	5	-5	-6	14
CC(C)Cc1ccc(CN2C(C)C(=O)N(Cc3cn(Cc4ccco4)nn3)CCS2(=O)=O)cc1 (stereo unspecified)
  -4	.	27	3	13	0	11	1	3	14	-55
COc1ccc(NS(=O)(=O)c2cc(NC(=O)c3ccc(=O)[nH]c3)ccc2C)cc1
  -2	-2	-13	1	-13	2	-1	-1	15	-23	14
O=c1c2ccccc2ncn1Cc1ccc(Cl)cc1
  -2	1	-7	-8	6	0	3	.	-18	.	-8
CC1=NN(c2ccccc2)C(=O)C1(C)[N+](=O)[O-] (stereo unspecified)
  -8	-8	-15	-19	-14	-2	0	-9	21	8	17
COc1ccccc1NC(=O)COC(=O)c1cc2ccccc2cc1O
  7	-2	3	-32	-1	5	-4	-6	-1	-1	-4

Next results follow:
The line under a structure holds: NOD2 RIPK2 PPI	TLR9-MyD88 block	NR5A2 inv ag	TWEAK Fn14 block	NCOA1 inh	Exocytosis inh	ABHD5-PLIN5 inh	COUP-TFII inh	NCOA3 inh	NCOA2 inhibitor	TROY NFkB inh
CCCc1c(C)nn(C(=O)/C(C#N)=N/Nc2ccccc2[N+](=O)[O-])c1C
  -12	7	8	1	-1	-2	0	20	6	15	6
O=C1C=C(NCc2ccccc2)C2(CCCCC2)O1
  0	6	29	-2	-13	-1	2	13	1	-6	-4
COc1ccc(-c2oc(=O)c3cc(OC)c(OC)cc3c2/C=C/c2ccc(OC(C)=O)cc2)cc1
  -4	6	-3	5	-4	-5	8	-1	-6	-25	-7
COc1cc(CCC(O)CC(=O)CCc2ccccc2)ccc1O (stereo unspecified)
  14	9	2	14	-1	-2	-1	11	18	13	-3
CC1(C)C=C(c2ccc(C(=O)O)s2)CC(C)(C)N1
  6	-4	23	14	-10	-2	-2	-3	16	-28	8
C[C@@H](CN=[N+]=[N-])CN1CC[C@H](C(C)(C)C)CCC1=O
  0	11	-15	2	-1	-10	-5	-3	13	-7	-2
Cc1ccc(O)c(C(=O)c2cnc3onc(-c4ccc(F)cc4)c3c2)c1
  9	-8	-13	10	-19	0	3	6	-14	-2	15
Cc1ccc(OCC(=O)N2N=C(c3ccc(Cl)cc3)CC2c2ccco2)c([N+](=O)[O-])n1 (stereo unspecified)
  6	4	7	8	2	0	24*	-9	-7	-7	-2
O=C1c2ccccc2S(=O)(=O)N1Cc1nc2ccccc2s1
  -17	-9	9	103*	16	-5	6	42*	19	52	79*
CC(=O)c1ccc(NC(=O)c2cnn3c(C(F)F)cc(C4CC4)nc23)cc1
  -10	-1	12	-57	-19	1	-2	-11	0	-21	-10

Carrying on:
The line under a structure holds: NOD2 RIPK2 PPI	TLR9-MyD88 block	NR5A2 inv ag	TWEAK Fn14 block	NCOA1 inh	Exocytosis inh	ABHD5-PLIN5 inh	COUP-TFII inh	NCOA3 inh	NCOA2 inhibitor	TROY NFkB inh
Cc1c(C)n(C(=O)CSc2ncn[nH]2)c2ccccc12
  -2	2	6	-27	-15	5	-1	4	28	-2	11
COc1cccc(N2CCN(CC(=O)C34CC5CC(CC(C5)C3)C4)CC2)c1
  -13	2	-9	11	8	-1	-2	5	-21	-14	9
CCOC(=O)N1CCC(N2C(=O)c3ccccc3C2Nc2cc(OC)c(OC)c(OC)c2)CC1 (stereo unspecified)
  11	-3	-8	-2	-4	0	-6	0	-2	-31	9
O=S(=O)(N/N=C/c1cn(Cc2ccccc2)c2ccccc12)c1ccccc1
  1	7	7	-15	-23	1	-2	-12	-3	-52	-41
N#Cc1ccc(-c2c(-c3ccccc3)ncc3cc(F)ccc23)cc1
  -5	-5	-33	-13	-15	-15	1	-3	-52	-9	-26
CC(C)CC(=O)Nc1ccc(C(=O)COC(=O)CN2C(=O)NC3(CCCCC3C)C2=O)cc1 (stereo unspecified)
  -6	2	21	-8	-7	4	-1	3	7	-4	-11
CC1CCc2c(sc(NC(=O)CCCn3cnc([N+](=O)[O-])n3)c2C(N)=O)C1 (stereo unspecified)
  -3	-3	2	17	-11	0	0	8	10	-7	-8
CCOC(=O)C1CCCN(C(=O)CCn2nc(-c3ccccc3)ccc2=O)C1 (stereo unspecified)
  -10	-11	-1	3	-21	-3	-4	-3	17	2	-17
CCN(Cc1nc2ccccc2c(=O)[nH]1)C(=O)c1cc(C2CC2)nn1-c1ccccc1
  1	-2	6	15	5	-4	1	1	-7	-26	-2
O=c1c(-c2cccc3ccccc23)[n+]([O-])c2ccccc2n1O
  10	9	9	-2	-8	-2	-3	5	5	5	-18
CC(OC(=O)C1CC1)C(=O)Nc1cc(C(F)(F)F)ccc1Cl (stereo unspecified)
  -2	10	20	8	-12	12	2	3	16	-3	7
Cc1cccn2c(=O)c3cc(C(=O)NCc4ccccc4)c(=N)n(CCCN4CCOCC4)c3nc12
  -15	-1	-5	-26	-9	15	1	-12	5	-46	-19
